Compound activity: PubChem, National Center for Advancing Translational Sciences (NCATS)
KB-V1 MDR tox: qHTS assay for MDR1-selective chemotherapeutics: Primary screen using the drug-selected MDR subline cells KB-V1; Potency, µM (series often up to 46.1 µM), for inactives: at the highest dose activity change, negative = cytotoxicity, usual class: cytotoxic; 400,000 compounds, 3.4% hits; AID 1347076, 2019; KB-V1 MDR cells viability, CellTiter-Glo, 72 h; further: potency means the concentration at half of the fitted maximal effect; on the % scale 0 is the no-effect control and ±100 the full control effect; nearly all actives have a fitted effect of over 60% in size
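In this primary screen, KB-V1 cells overexpressing P-gp are incubated with library compounds (lowest to highest concentration) for 72 h at 37 degrees C before a luminescent ATP viability read.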
HT1080 IDH1KD tx: qHTS for induction of synthetic lethality in tumor cells producing 2HG: qHTS for the HT-1080-IDH1KD cell line | HT-1080 IDH1 knockdown viability, ATP luminescence, 48 h | AID 686971, 2013 | 360,000 compounds, 2% hits | Potency, µM (highest dose often 46.1 µM), without a hit: top-dose activity, negative = toxicity, most hits filed as cytotoxic;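 further: potency means the concentration at half of the fitted maximal effect; 0% = DMSO wells and -100% = cell-free medium wells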
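Assay cells: HT-1080 with IDH1 knockdown, 750 per well, RPMI/5% FBS. Exposure: 48 h at 37 °C following 2 h pre-incubation. Read: CellTiter-Glo luminescence; fitted concentration-response, curve class assigned.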
GLP1R ag: qHTS of GLP-1 Receptor Agonists; HEK293 GLP-1R CRE-luciferase, luminescence, 4-6 h; cells express a hypersensitive GLP-1R form; Potency, µM (titrated, usually from 45.6 µM), for inactives: top-dose activation, hits mostly activators; Glucagon-like peptide 1 receptor (Homo sapiens), P43220; AID 624172, 2012; 380,000 compounds, 0.007% hits; further: potency means the concentration at half of the fitted maximal effect; % of control where 0% means no effect
Target sequence (P43220 whole entry, looked up): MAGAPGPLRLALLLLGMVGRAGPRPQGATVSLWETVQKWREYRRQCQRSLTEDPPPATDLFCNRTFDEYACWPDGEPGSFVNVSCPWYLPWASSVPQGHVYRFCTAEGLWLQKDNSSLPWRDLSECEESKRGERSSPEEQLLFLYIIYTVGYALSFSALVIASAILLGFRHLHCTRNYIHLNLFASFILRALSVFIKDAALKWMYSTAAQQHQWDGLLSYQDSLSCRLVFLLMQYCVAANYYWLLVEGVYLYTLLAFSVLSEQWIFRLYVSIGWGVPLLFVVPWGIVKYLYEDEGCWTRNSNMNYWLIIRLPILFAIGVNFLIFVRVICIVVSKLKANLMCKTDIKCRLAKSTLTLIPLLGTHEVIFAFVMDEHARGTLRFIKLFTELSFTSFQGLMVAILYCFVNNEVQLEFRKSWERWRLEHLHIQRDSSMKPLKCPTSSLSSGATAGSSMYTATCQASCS
KB-3-1 tox: qHTS assay for MDR1-selective chemotherapeutics: Primary screen using the parental adenocarcinoma cell KB-3-1; KB-3-1 viability, CellTiter-Glo ATP luminescence, 72 h; Potency, µM (series often up to 46.1 µM), for the others: top-dose activity change, negative = cytotoxic, actives largely listed as cytotoxic; 400,000 compounds, 1.4% hits; AID 1347075, 2019; further: potency means the concentration at half of the fitted maximal effect; on the % scale 0 is the no-effect control and ±100 the full control effect; nearly all actives have a fitted effect of over 60% in size
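Screening of KB-3-1 cells (DMEM, 10% FBS, phenol-red free) ran from lowest to highest compound concentration; after 72 h at 37 °C viability was read luminescently and curves fitted.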
D3 ag: qHTS of D3 Dopamine Receptor Agonist: qHTS; D3R DiscoveRx beta-arrestin cells, luminescence, 90 min; max activation, %; 410,000 compounds, 0.58% hits; AID 652048, 2013; in the data active means max activation above about 30%; further: 0% is about no effect; mostly tested at two doses, the higher about 12 µM
Target sequence (P35462 whole entry, looked up): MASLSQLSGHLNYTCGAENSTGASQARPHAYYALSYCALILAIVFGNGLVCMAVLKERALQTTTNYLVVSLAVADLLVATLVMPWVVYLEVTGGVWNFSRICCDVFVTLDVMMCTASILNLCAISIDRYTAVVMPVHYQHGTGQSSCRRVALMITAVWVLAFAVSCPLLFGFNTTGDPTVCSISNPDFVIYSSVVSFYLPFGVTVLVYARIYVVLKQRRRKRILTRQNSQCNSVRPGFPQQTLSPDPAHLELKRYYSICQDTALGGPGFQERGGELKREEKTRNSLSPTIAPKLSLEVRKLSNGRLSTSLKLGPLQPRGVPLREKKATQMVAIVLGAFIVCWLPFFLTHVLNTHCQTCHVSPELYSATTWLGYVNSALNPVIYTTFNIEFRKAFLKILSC
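Agonist mode: compounds and dopamine controls were applied to plated cells for 90 min at 37 degrees C after an overnight attachment at 1500 cells/well. Luminescent read-out followed 30 - 60 minutes at room temperature with DiscoveRx detection reagent.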
HT1080-NT tox: qHTS for induction of synthetic lethality in tumor cells producing 2HG: qHTS for the HT-1080-NT fibrosarcoma cell line. AID 686970, 2013. HT-1080-NT fibrosarcoma viability, CellTiter-Glo ATP luminescence, 48 h. Potency, µM (top dose mostly 46.1 µM), for inactives: at the highest dose activity, negative = less viability, most hits filed as cytotoxic. 360,000 compounds, 1.6% hits;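 further: NT is the 2HG producing partner of a matched IDH1 knockdown line; potency means the concentration at half of the fitted maximal effect; 0% = DMSO-treated cells and -100% = media-only wells without cells; nearly all actives have a fitted effect of over 55% in size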
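Read-out is CellTiter-Glo luminescence after 10 minutes at room temperature, following 48 hours' compound treatment of HT-1080-NT cells (750 cells/well, RPMI, 5% FBS, 37 degrees C).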
D3 antag: qHTS of D3 Dopamine Receptor Antagonist: qHTS; D3R cells, DiscoveRx beta-arrestin luminescence, antagonist mode; hits give low values; 360,000 compounds, 2.5% hits; AID 652054, 2013; max response, negative = inhibition, %; D(3) dopamine receptor (Homo sapiens), P35462; in the data active means max response below about -50%; inconclusive means no clear call, values can overlap the other calls; further: on the % scale 0 is the no-effect control and ±100 the full control effect; mostly tested at two doses, the higher about 12 µM
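Cells expressing the human receptor were seeded at 1500 cells/well, incubated overnight at 37 degrees C in 5% CO2, then exposed to library compounds with dopamine controls for 90 minutes at 37 degrees C before luminescent detection.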
SW480 rerep: A quantitative high throughput screen for small molecules that induce DNA re-replication in SW480 colon adenocarcinoma cells; SW480 DNA re-replication, Hoechst DNA content imaging, 48 h; Potency, µM (top dose mostly 46.1 µM), inactives show top-dose re-replication activation, usual class: activators; 340,000 compounds, 1.8% hits; AID 624297, 2012; further: potency means the concentration at half of the fitted maximal effect; % of control where 0% means no effect; nearly all actives have a fitted effect of over 55% in size
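SW480 cells exposed to compounds for 48 hr at 37 C, 5% CO2, then Hoechst-stained 40 min. Nuclear DNA content imaged by fluorescence scanning (405 nm excitation, 500-530 nm emission); re-replication scored as increased high-intensity nuclei.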
IL1B secr inh: qHTS for Inhibitors of Inflammasome Signaling: IL-1-beta AlphaLISA Primary Screen; THP-1 LPS/ATP IL-1B secretion, AlphaLISA, 16 h; hits give low values; activity change, % at 57.5 µM; 360,000 compounds, 4.7% hits; in the data active means activity change below about -50%; inconclusive means mostly about -30% to -49%; further: on the % scale 0 is the no-effect control and ±100 the full control effect
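Secreted IL-1B measured by AlphaLISA bead assay after 16 h compound exposure of THP-1 cells; compounds (final up to 57.5 uM) added 1 h before LPS (250 ng/mL) and ATP (1.25 mM) stimulation; lower signal means less secretion.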
Active calls of the source: *; ? = inconclusive; nt = not tested or not shown; ! = repeats disagree; [ ] = dose if it differs, or a comment. Unless noted, the call rests on the fitted dose curve; in most records, active means well fitted curve in the direction sought with a large enough effect; inconclusive means small, poorly fitted or top-dose-only effect, or another doubt; inactive means no such curve, though single readings can be large; an effect the other way counts as inactive or inconclusive.

The line under a structure holds: KB-V1 MDR tox	HT1080 IDH1KD tx	GLP1R ag	KB-3-1 tox	D3 ag	HT1080-NT tox	D3 antag	SW480 rerep	IL1B secr inh
1) CCN1CCN(CCNC(=O)c2ccc3c(c2)N(Cc2ccc(F)cc2)C(=O)c2ccccc2S3=O)CC1 (centres undefined)
  ?	?	-2%	-6%	-6	?	-16	-1%	-22
2) COc1cc(S(=O)(=O)N2CCCCC2)ccc1NC(C)=O
  8%	12%	-9%	3%	-9	3%	6	-17%	4
3) Cc1nn(Cc2c(F)cccc2Cl)c(=O)c2ccccc12
  -28%	-6%	25%	-7%	-6	-1%	0	10%	-2
4) COc1ccc(Cl)cc1NS(=O)(=O)c1cccc(C(=O)NCCCN2CCOCC2)c1
  45%	0%	3%	1%	-1	0%	-6	nt	11
5) COc1ccc(C(=O)NCCS(=O)(=O)N2CCOCC2)cc1
  ?	7%	0%	26%	5	9%	16	-12%	3
6) COc1cc(F)c(C2=CC(=O)CC(C)(C)C2)cc1F
  21%	19%	16%	2%	2	15%	12	10%	14
7) CCOc1ccsc1C(=O)O
  -2%	4%	-4%	-1%	11	-6%	-10	?	-10
8) O=C(c1[nH]c(C(F)(F)F)nc1-c1ccccc1)N1CCN(c2ccccn2)CC1
  ?	23µM*	-6%	?	-5	?	-19	nt	41
9) Cc1ccc(Cc2ccccc2C(=O)O)cc1
  -13%	8%	-5%	5%	-1	-1%	-15	-5%	7
10) CCSc1nc(O)cc(=O)n1-c1ccc(OC)cc1
  -2%	3%	-9%	3%	-9	2%	-9	0%	19
11) C=CCSc1nnc(-c2cc(Br)ccc2N)c(=O)[nH]1
  5%	-1%	9%	3%	0	1%	10	-6%	30
12) O=C(NCCCN1CCOCC1)c1ccc(CS(=O)(=O)c2cccc(C(F)(F)F)c2)o1
  0%	3%	-7%	4%	3	-7%	-24	-1%	14
13) CCOc1ccc(OCC)c(NC(=O)C2CCCN(S(=O)(=O)c3cc(Br)cc4c3N(C(=O)CC)CC4)C2)c1 (centres undefined)
  -12%	nt	0%	-7%	-6	nt	nt	nt	nt
14) Cc1ccc(SCc2cn3cccnc3n2)cc1
  3%	12%	-3%	15%	2	9%	17	-8%	11
15) O=C(NC1(O)C(=O)c2ccccc2C1=O)c1ccc(C(F)(F)F)cc1
  -8%	-3%	-13%	-14%	-2	-1%	-18	2%[9.22 µM]	-2
16) CC(=O)Oc1ccc2c(=O)c(Oc3ccccc3[N+](=O)[O-])coc2c1
  5%	7%	0%	-1%	-6	0%	?	-5%	16
17) O=C(COC(=O)C12CC3CC(CC(C3)C1)C2)Nc1nccs1
  7%	11%	-4%	-9%	2	18%	1	0%	-2
18) COC(=O)c1c(C)noc1-c1ccc(Cl)cc1
  10%	13%	-1%	5%	7	11%	12	-18%	-1
19) CCOc1ccc(Nc2ccc(S(=O)(=O)N3CCN(C)CC3)cc2[N+](=O)[O-])cc1OCC
  17%	0%	5%	-2%	-5	-4%	-13	-4%	-20
20) Cn1c(SCc2cccc([N+](=O)[O-])c2)nc2c(c1=O)SCC2
  4.1µM*	?	6%	?	3	-21%	25	-1%	?
21) O=Cc1cn(Cc2ccccc2)nc1-c1cccnc1
  -10%	-13%	7%	-13%	-2	-1%	6	-2%	7
22) CC(Sc1ncccn1)C(=O)N1CCc2ccccc21 (centres undefined)
  -13%	-12%	14%	20%	-6	-17%	-3	1%	0
23) COCC1CCN(C(=O)C2CCC(=O)N(CC3CCCCC3)C2)CC1 (centres undefined)
  -1%	27%	-5%	2%	-4	13%	19	16%	8
24) NNC(=O)c1cccc(COc2ccccc2Br)c1
  -6%	-12%	-9%	?	0	-11%	-23	0%	?
25) O=S(=O)(NCC(c1ccco1)N1CCN(c2ccc(F)cc2)CC1)c1ccc(F)cc1 (centres undefined)
  15µM*	-4%	2%	-17%	-18	-2%	17	4%	25
26) Cc1onc(-c2ccccc2)c1C(=O)Nc1nc2c(s1)CCCC2
  ?	-17%	-2%	?	-4	-12%	-18	0%	0
27) O=C(CC(=O)NC1CCCCC1)N/N=C/c1ccccc1Cl
  -8%	-16%	-3%	0%	-19	-9%	-10	?	12
28) COc1ccccc1N1CCN(c2ccc(N3C(=O)CCC3=O)cc2[N+](=O)[O-])CC1
  6%	24%	8%	-15%	20	16%	0	-5%	1
29) CCOC(=O)c1cc(C(C)=O)n2ccccc12
  -6%	-2%	-2%	0%	9	0%	-5	-11%	-12
30) Cc1ccc(C(=O)CN(Cc2ccccc2)C2=NCCS2)cc1
  16µM*	0%	-2%	-3%	-51	3%	-17	12%	?
31) COCCn1c(C)cc(C(=O)COC(=O)c2ccc(Cl)c(S(N)(=O)=O)c2)c1C
  23µM*	-9%	-27%	2%	-4	-2%	-2	-6%	0
32) CCOC(=O)C1CCN(C2CC(=O)N(c3ccc(OCC)cc3)C2=O)CC1 (centres undefined)
  19%	14%	-5%	5%	-4	10%	5	-5%	6
33) COc1cc(OC)c(NC(=O)N2CCOCC2)cc1Cl
  36%	9%	-2%	-3%	1	23%	0	?	-14
34) O=C(Cn1ccc([N+](=O)[O-])n1)NCC1CCCO1 (centres undefined)
  5%	12%	-2%	5%	-7	5%	-10	-10%	-2
35) CCC(C)[C@H](NC(=O)N1CCn2c1nc1ccccc12)C(=O)NCc1ccc(OC)cc1 (some centres undefined)
  -11%	-17%	4%	8%	15	-5%	1	-31%	-2
36) CCCCNC(=O)/C(C#N)=c1\s/c(=C\c2ccccc2OC(F)F)c(=O)n1CCCOC
  -8%	1%	-5%	-6%	-5	6%	-9	1%	11
37) O=C1c2ccccc2C(=O)N1CCOCCN1C(=O)c2ccccc2C1=O
  29%	12%	3%	-6%	3	20%	0	-9%	12
38) Cc1cc(C)nc(CCNC(=O)CC2C(=O)NCCN2Cc2ccccc2)n1 (centres undefined)
  ?	15%	-3%	6%	-6	1%	-4	-1%	16
39) O=C(CSc1ccccc1)NCC1(N2CCCCC2)CCCCC1
  -27%	-1%	4%	-9%	-20	-4%	?	-2%	3
40) COc1ccc(/C=N/Nc2ccccc2C(=O)O)cc1Cn1cc([N+](=O)[O-])cn1
  22%	2%	1%	0%	-9	0%	2	-1%	75
41) O=C(Nc1ccc(OCC(=O)N2CCC(Cc3ccccc3)CC2)cc1)c1ccco1
  -6%	10%	-6%	-5%	-3	2%	56	1%	?
42) CCOC(=O)C1=NNC(C(=O)c2ccccc2)C1c1ccc(OC)cc1 (centres undefined)
  -3%	-1%	-1%	-1%	5	-2%	-15	0%	-3
43) CCOC(=O)c1cc(C(=O)c2cc(F)ccc2O)coc1=N
  2%	-8%	7%	8%	0	-7%	-16	-1%	-1
44) Cc1ccc(C)c(NC(=O)CCN2CCN(c3ccccc3F)CC2)c1
  -24%	-4%	-4%	-4%	15	-2%	-64*	?	-5
45) O=C(NCc1ccco1)c1cccc2ccccc12
  29%	26%	-8%	4%	-3	19%	4	-3%	-1
46) CC(C)(C)OC(=O)N1CCC(C(=O)N[C@@H](Cc2ccccc2)C(=O)O)(c2ccccc2)CC1
  0%	6%	-1%	20%	-3	11%	17	0.46µM*!	18
47) CCn1nc(C)c(C2C(C#N)=C(N)OC3=C2C(=O)CC(C)(C)C3)c1C (centres undefined)
  4%	1%	3%	0%	5	-2%	16	-5%	24
48) COc1cc2c(cc1C1NC(=S)NC(C)=C1C(N)=O)CCCC2 (centres undefined)
  -3%	-15%	1%	-13%	-5	-4%	11	?	?
49) CC(=O)NCCOc1cccc2cccnc12
  9%	3%	0%	-5%	1	1%	22	24%	0
50) CC(C)Nc1nc(NC(C)C)nc(C(=O)OCCO)n1
  2%	0%	-3%	-3%	0	-3%	-14	-4%	12

(more compounds)
The line under a structure holds: KB-V1 MDR tox	HT1080 IDH1KD tx	GLP1R ag	KB-3-1 tox	D3 ag	HT1080-NT tox	D3 antag	SW480 rerep	IL1B secr inh
51) COC(=O)c1nn(-c2c(C)n(C)n(-c3ccccc3)c2=O)cc1O
  -19%	10%	-2%	-3%	-9	-3%	-14	5%	1
52) CN(CC(=O)Nc1ccccc1C(F)(F)F)C(=O)C1CCN(C(=O)c2ccc(Cl)cc2)CC1
  -6%	7%	4%	5%	3	1%	3	2%	-8
53) Cn1c(SCC(=O)Nc2nccs2)nnc1C1CC1
  ?	13%	3%	5%	5	14%	-2	-1%	-13
54) O=C(c1cc2ncc(Br)cn2n1)N1CCN(C(=O)c2ccco2)CC1
  -12%	-5%[9.24 µM]	13%	5%	-5	6%	-5	-1%	32
55) CCOc1cccc2cc(C(=O)NCCC3=CCCCC3)c(=O)oc12
  7%	7%	5%	-2%	4	4%	5	-5%	-9
56) CC(C)CCNC(=O)C1CCN(Cc2cccc(OCc3ccccc3)c2)CC1
  -30%	23µM*	12%	-27%	-20	?	-20	?	-57*
57) CC(=O)c1cc(C#N)c(SCc2ccccc2C#N)nc1C
  10µM*	?	0%	16µM*	-9	?	-3	?	-15
58) CCCC(=O)c1ccc(N2CCN(C(=O)c3ccccc3Br)CC2)c(F)c1
  ?	-12%	3%	?	4	-21%	2	0%	-14
59) C/C(=N\NC(=O)c1ccc(N2CCCC2=O)cc1)c1ccc(O)cc1O
  1%	?	-3%	?	-9	-25%	-2	9.2µM*	32
